NPR1 activator – GC-A (human) enzyme activation; HEK293 GC-A cells, cGMP TR-FRET, EC30 ANP; 0% at EC30 ANP, 100% saturating ANP; P16066; activation, % at 10 µM; hit rate 0.14% among 370,000; in the data active = activation above about 40%
hcDAF-12 act – H. contortus DAF-12 activation, primary screen; HEK293 hcDAF-12 lit1-tk-luc reporter, luminescence; 0% DMSO, 100% Δ7-dafachronic acid; activation, % at 6.8 µM; hit rate 1.4% among 370,000; AID 652067;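 active = activation above the mean of all tested compounds plus 3 SD, cut at about 5.5% in these data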;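 note: 100% = response to 3 µM Δ7-dafachronic acid high control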
FXN GAA850 act – frataxin GAA850 promoter activation. HEK293 lucGAA850 FXN promoter luciferase reporter, 24 h; percent of 10 µM SAHA response. activation, % at 6 µM. hit rate 0.56% among 360,000;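 active = activation above the average of all compounds screened plus 3 SD, cutoff fixed separately per campaign, cut at about 7.5% in these data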;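 note: 0% = DMSO wells and 100% = 10 µM SAHA wells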
proKLK7 act – proKLK7 (human) activation, primary screen; AID 652039; activation, % at 7 µM; purified proKLK7, EDANS-DABCYL substrate fluorescence; 100% is mature enzyme control, 0% vehicle; hit rate 0.9% among 370,000;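 active = activation above the mean of all tested compounds plus 3 SD, computed per campaign excluding outliers beyond control limits, cut at about 13% in these data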
Target sequence (P49862 whole entry, looked up): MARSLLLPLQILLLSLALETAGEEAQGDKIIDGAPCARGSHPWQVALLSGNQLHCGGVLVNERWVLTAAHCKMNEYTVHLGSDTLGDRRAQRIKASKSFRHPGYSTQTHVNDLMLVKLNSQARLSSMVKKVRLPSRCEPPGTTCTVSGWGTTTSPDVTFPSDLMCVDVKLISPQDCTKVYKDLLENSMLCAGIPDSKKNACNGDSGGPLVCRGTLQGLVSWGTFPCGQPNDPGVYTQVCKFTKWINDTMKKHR
hgDAF-12 ag – activates the H. glycines DAF-12 receptor ligand-binding domain. HEK293 GAL4-hgDAF12 UAS-luciferase reporter, agonist luminescence; normalized to butyrate control. hit rate 1.8% among 370,000. activation, % at 6.8 µM;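 active = activation above a cutoff set at the mean of all screened compounds plus 3 SD, cut at about 10% in these data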;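 note: 0% = DMSO wells and 100% = sodium butyrate wells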
HGIII-sPLA2 inh – Blocks human group III sPLA2 activity. Q9NZ20. QFRET BODIPY PC-A2 liposome hydrolysis, fluorescence. inhibition, % at 12.2 µM. hit rate 0.56% among 370,000. AID 743126;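 active = inhibition above mean plus 3 SD of compounds lying within the high and low control bounds, cut at about 19% in these data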;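 note: 0% = median of test compound wells and 100% = no enzyme DMSO wells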
Target sequence (Q9NZ20 whole entry, looked up): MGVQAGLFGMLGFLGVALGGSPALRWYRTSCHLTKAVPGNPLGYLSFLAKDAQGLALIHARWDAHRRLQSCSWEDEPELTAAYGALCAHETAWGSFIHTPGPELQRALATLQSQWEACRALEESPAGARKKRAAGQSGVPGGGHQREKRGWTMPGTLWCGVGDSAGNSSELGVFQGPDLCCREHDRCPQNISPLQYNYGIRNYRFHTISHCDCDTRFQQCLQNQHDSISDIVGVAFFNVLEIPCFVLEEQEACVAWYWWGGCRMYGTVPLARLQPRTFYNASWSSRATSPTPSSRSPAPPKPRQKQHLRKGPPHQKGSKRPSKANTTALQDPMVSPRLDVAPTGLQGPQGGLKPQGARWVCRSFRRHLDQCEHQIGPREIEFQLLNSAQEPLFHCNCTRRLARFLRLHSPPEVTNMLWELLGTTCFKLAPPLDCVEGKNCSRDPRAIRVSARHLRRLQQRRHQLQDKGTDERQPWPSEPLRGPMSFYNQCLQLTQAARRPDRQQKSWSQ
ssDAF12 agonist – S. stercoralis DAF-12 activation, primary screen | HEK293 ssDAF-12/GRIP1 lit1-tk-luc reporter, luminescence; % of 3 µM dafachronic acid response | activation, % at 6.8 µM | hit rate 1% among 370,000;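 active = activation above the mean over all tested compounds plus 3 SD, cut at about 0.9% in these data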;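 note: 0% = DMSO-only wells and 100% = 3 µM delta7-dafachronic acid wells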
SMARCA2 activ – activators of SMARCA2 function; MG213 cells, MMTV-luciferase reporter, dexamethasone, overnight; activation, % at 9.1 µM; hit rate 1% among 370,000; AID 652017; in the data active = activation above about 7.8%;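 note: 0% = vehicle wells and 100% = reference activator wells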
NPR2 activator – GC-B (human) receptor activation | P20594 | HEK293-GC-B cells, CNP EC30, cGMP TR-FRET; 0% at EC30 CNP, 100% saturating CNP | hit rate 0.11% among 370,000 | activation, % at 10 µM | AID 1920062;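 active = activation at 10 µM reaching about 35% in either raw or pattern-adjusted values, limit read from the data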
DAX1 inh-1 – inhibits human nuclear receptor DAX1; inhibition, % at 6.75 µM; P51843; HEK293 Gal4-DAX1 luciferase reporter, luminescence; AID 504766; hit rate 0.99% among 340,000;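 active = inhibition above the mean over all tested compounds plus 3 SD, cut at about 4.2% in these data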;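 note: 0% = DAX1-transfected cells with DMSO and 100% = empty-vector control cells with DMSO; inhibition shows as a rise in luminescence from relieved DAX1 repression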
Target sequence (P51843 207-470 limits assumed): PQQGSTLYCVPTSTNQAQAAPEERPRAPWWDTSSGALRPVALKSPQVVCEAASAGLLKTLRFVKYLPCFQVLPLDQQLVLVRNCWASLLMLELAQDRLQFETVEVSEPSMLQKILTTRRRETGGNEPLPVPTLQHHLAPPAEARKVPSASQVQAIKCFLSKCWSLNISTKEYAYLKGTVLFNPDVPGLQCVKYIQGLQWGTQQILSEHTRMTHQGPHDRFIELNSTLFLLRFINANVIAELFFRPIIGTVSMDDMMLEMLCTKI
DAX1 inh-2 – inhibitors of DAX1 repression of SF-1 activated StAR promoter | HEK293T StAR-luciferase reporter, SF-1/DAX-1 repression relief | inhibition, % at 6.8 µM | hit rate 1.1% among 370,000 | AID 652010;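 active = inhibition above the mean over all tested compounds plus 3 SD, cut at about 3.6% in these data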;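 note: 0% = DAX-1 cells with DMSO and 100% = cells lacking DAX-1 with DMSO; higher inhibition means more luminescence from relief of DAX-1 repression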
The depositor's hits bear a star; . = not tested or not shown.

SMILES	NPR1 activator	hcDAF-12 act	FXN GAA850 act	proKLK7 act	hgDAF-12 ag	HGIII-sPLA2 inh	ssDAF12 agonist	SMARCA2 activ	NPR2 activator	DAX1 inh-1	DAX1 inh-2
Cc1cc(C)nc(NC(=O)/C=C/c2cccs2)c1	-3	3.0	-1.1	-2.0	5.5	16	-0.2	8.8*	-1	0.3	1.2
COc1ccc(-n2c(Cc3cccn3C)nnc2SCC(=O)Nc2ccccc2OC)cc1	-1	-0.2	1.6	0.3	-1.3	-18	-1.5	-3	1	-1.7	-0.4
Cc1cc(NC(=O)NCc2ccccc2)c(=O)n(Cc2ccc(F)cc2)c1	1	-0.1	2.5	-0.4	-1.9	2	-0.6	-1	-2	-1.1	-0.3
CCOC(=O)CN(Cc1sccc1C)C(=O)Nc1ccc(OC)cc1OC	0	-1.3	1.3	0.1	-0.4	2	-1.4	3	-1	0.5	0.2
Cc1ccc(C)c2[nH]c(=O)c(C(c3nnnn3CCc3ccccc3)N3CCOCC3)cc12 (stereo not given)	-5	0.0	0.4	0.5	-2.9	-4	-1.4	-3	-5	0.3	-0.1
O=C1[C@H]2[C@@H](c3ccc(Cl)cc3)N3C(=O)N(c4cccc(Cl)c4)C(=O)[C@@]3(Cc3ccccc3)[C@H]2C(=O)N1C1CCCCC1	-6	-0.5	8.2*	-0.2	-1.5	-4	-1.5	-2	-4	1.0	0.0
CCN1C(=O)C(CC(=O)NCCc2ccccc2)N(NC(=O)c2cccnc2)C1=S (stereo not given)	2	-1.2	-1.3	-0.4	-2.5	-6	-1.3	-3	0	-0.5	0.4
COCCN(C(=O)Nc1ccccc1OC)c1nc2ccccc2s1	-3	-0.8	2.2	1.1	2.5	7	-1.7	5	0	-0.4	-0.3
Cc1cc(C(=O)Nc2ccccc2C(=O)O)oc1C	0	3.1	1.3	0.5	3.3	-2	-1.4	2	-4	-0.8	0.8
COc1ccc(CCN2CC(C(=O)NCC(c3ccccc3)N(C)C)CC2=O)cc1OC (stereo not given)	-5	0.9	0.0	0.8	-1.1	10	-0.9	-5	-2	2.1	-0.5
CCN(CC(=O)Nc1ccc(OC)cc1)CC(=O)N1CC(=O)Nc2ccccc21	-1	1.6	0.5	0.1	-1.8	4	-1.5	1	2	-0.2	0.4
CCCCC[C@@H]1CCCCC[C@H](O)C[C@H](O)[C@@H](O)/C=C/C(=O)O1	5	0.8	.	0.5	-1.2	5	-1.5	-4	-1	.	-0.8
O=C(c1cnn(-c2ccccc2)c1-n1cccc1)N1CCN(C2CCCCC2)CC1	1	0.9	0.6	-0.3	-0.1	-5	-1.1	0	8	2.1	-0.4
CC(NC(=O)CN1c2cccc3cccc(c23)S1(=O)=O)c1ccc(S(N)(=O)=O)cc1 (stereo not given)	-1	1.0	2.2	0.0	-1.1	2	-0.5	-4	0	-1.6	0.3
Cc1ccc(NC2=C(Cl)C(=O)c3ccccc3C2=O)cc1	6	7.4*	3.8	0.4	9.3	11	1.3*	0	-1	0.1	1.6
O=C(NCCc1ccc(Cl)cc1)c1ccc2[nH]c(=O)c(=O)[nH]c2c1	2	0.6	2.0	6.9	4.4	-2	0.8	1	-9	1.1	-0.1
O=C(OCC(=O)N1CCCCCC1)c1ccc[nH]c1=O	-1	-1.1	-0.8	-0.3	0.6	5	-1.2	-2	6	1.0	-0.1
NC1=NC(=O)/C(=C\c2ccco2)S1	-4	-0.1	1.3	1.1	1.3	-3	-1.0	-5	2	2.6	0.2
Nn1c(COc2ccccc2)nnc1SCc1cc(=O)[nH]c2ccccc12	-5	-0.7	2.4	0.0	0.3	-2	-1.1	-3	4	-0.5	0.2
COc1ccc(C(C)=O)cc1COc1ccc(-n2cnnn2)cc1	-1	-2.1	0.2	0.7	-0.5	-4	-1.6	1	-3	-0.8	-0.8
O=C1[C@H]2CC3CCC2(O3)[C@@H]2OCCCN12 (stereo not given in full)	-1	-1.1	1.2	0.0	0.7	2	-1.0	1	0	-0.6	-0.1
O=C(NCCCn1ccnc1)/C(=C\c1cccnc1)NC(=O)c1cccc(Br)c1	-2	0.6	-0.8	0.4	2.2	4	-0.8	-2	4	1.1	-0.4
O=[N+]([O-])c1cccc(/C=N/N2CCN(c3ccccn3)CC2)c1	-1	3.0	4.6	0.0	-1.3	7	-0.7	1	1	1.1	0.2
NS(=O)(=O)c1ccc(N=Nc2c(O)ccc3ccccc23)cc1	-8	-3.1	7.1	0.9	-3.9	4	-2.7	8.8*	-13	-2.1	-2.4
COc1cccc(/C=N/NC(=O)c2ccc(=O)n(C)c2)c1OC	-4	-2.4	-2.0	0.7	-1.2	8	-0.9	-2	6	-1.2	-0.4
Cc1nc2sc3c(c2c(=O)n1N)CCC3	0	-0.7	1.5	0.3	1.5	0	-2.3	-1	10	1.3	2.0
Cc1ccccc1NC(=O)CSC1=C(C#N)C(c2ccsc2)CC(=O)N1 (stereo not given)	-2	-1.0	-1.8	0.3	7.0	-14	0.1	2	-5	0.4	0.6
O=C(c1ccccc1)N1CCc2ccccc21	2	0.2	0.0	-0.2	0.8	3	-1.1	0	-1	-0.6	-0.4
CC(C)C[C@H]1CN(CCCC[C@@H]2CNC(=O)C(=O)N2Cc2ccccc2)C(=O)C(=O)N1CC1CCCCC1	4	0.4	.	-0.3	-0.2	-12	-0.7	3	2	.	0.0
CCOC(=O)c1csc(NC(=O)CSc2nnnn2CC)n1	0	-0.6	-3.1	0.1	-0.1	6	-1.0	-3	2	0.9	-0.9
COc1cccc(/C=C(/C(=O)OCC(N)=O)c2ccccc2)c1	-1	-1.1	0.2	-0.3	-2.8	-6	-1.7	3	-3	3.6	0.1
CC1=[N+]([O-])C(C)(C)C(C)N(O)C1=O (stereo not given)	1	0.5	-1.4	-0.2	-0.2	3	-1.1	2	1	1.4	-0.2
CCOc1ccc(C(=O)COC(=O)CN2C(=O)NC3(CCCCC3C)C2=O)cc1 (stereo not given)	4	-0.7	-0.2	0.1	-0.6	8	-0.9	0	5	-0.3	-0.7
CCC1(C(=O)OC)NC(c2ccco2)C2C(=O)N(c3ccccc3)C(=O)C21 (stereo not given)	1	-1.7	-1.5	0.1	-1.2	-2	-0.2	-1	7	-1.1	0.7
COc1cc(-c2csc(C)n2)ccc1O	0	0.1	-1.2	0.3	0.9	3	-1.0	-3	0	4.3*	0.1
CCNC(=S)Nc1cccc(F)c1C	0	-0.8	1.0	0.1	1.1	5	-1.2	2	-4	.	0.6
COc1ccc(CNC(=O)CCSCc2cccc(F)c2)cc1	-2	-2.9	0.3	0.0	-1.9	0	-1.0	-1	2	0.1	-0.4
CN(C)S(=O)(=O)c1ccc(Cl)c(C(=O)OCC(=O)NNC(=O)c2cccs2)c1	1	-0.4	-0.6	0.0	-2.9	-3	-1.4	3	1	-0.4	0.0
CCn1c(CSc2nc3ccccc3s2)nnc1SCC(=O)c1ccc(Cl)cc1	0	-0.7	1.8	-0.2	0.6	-4	-1.2	0	4	1.0	0.6
COc1ccc(C)cc1NC(=O)C1CCCN(S(=O)(=O)c2cccc3nonc23)C1 (stereo not given)	0	0.4	-0.3	0.3	-0.5	-2	-0.8	6	-2	2.8	-0.4
O=C(/C=C/c1ccccc1Cl)NCCN1CCOCC1	0	0.1	0.4	-0.3	1.4	-2	-0.4	-1	-1	0.3	0.2
CCn1cc([C@@H]2C[C@H]3CN(Cc4cccc(Cl)c4)C(=O)[C@]34CCCN24)c(C)n1	-3	-1.9	-0.3	-0.7	0.1	2	-0.9	3	-3	0.1	-0.2
CCCC(c1nnnn1Cc1cccs1)N1CCN(c2nc3ccccc3s2)CC1 (stereo not given)	-2	-1.9	-2.1	0.1	-0.4	-3	-0.3	-4	-4	1.0	0.8
COc1ccc(C(CNC(=O)c2oc3cc(Br)ccc3c2C)N2CCCCC2)cc1 (stereo not given)	-30	-0.8	-1.0	-0.2	-0.3	1	-1.0	0	-14	0.0	-0.4
O=C(N/N=C/c1ccc(O)c(O)c1)c1cccc(S(=O)(=O)N2CCCCC2)c1	1	-0.8	0.3	-0.8	-1.0	2	-0.9	-2	1	-0.6	-0.6

Part of the list above in order of number of heavy atoms, lowest first:
SMILES	NPR1 activator	hcDAF-12 act	FXN GAA850 act	proKLK7 act	hgDAF-12 ag	HGIII-sPLA2 inh	ssDAF12 agonist	SMARCA2 activ	NPR2 activator	DAX1 inh-1	DAX1 inh-2
CCNC(=S)Nc1cccc(F)c1C	0	-0.8	1.0	0.1	1.1	5	-1.2	2	-4	.	0.6
COc1cc(-c2csc(C)n2)ccc1O	0	0.1	-1.2	0.3	0.9	3	-1.0	-3	0	4.3*	0.1
COc1cccc(/C=C(/C(=O)OCC(N)=O)c2ccccc2)c1	-1	-1.1	0.2	-0.3	-2.8	-6	-1.7	3	-3	3.6	0.1
O=C(N/N=C/c1ccc(O)c(O)c1)c1cccc(S(=O)(=O)N2CCCCC2)c1	1	-0.8	0.3	-0.8	-1.0	2	-0.9	-2	1	-0.6	-0.6
COc1ccc(C(CNC(=O)c2oc3cc(Br)ccc3c2C)N2CCCCC2)cc1 (stereo not given)	-30	-0.8	-1.0	-0.2	-0.3	1	-1.0	0	-14	0.0	-0.4

More entries:
SMILES	NPR1 activator	hcDAF-12 act	FXN GAA850 act	proKLK7 act	hgDAF-12 ag	HGIII-sPLA2 inh	ssDAF12 agonist	SMARCA2 activ	NPR2 activator	DAX1 inh-1	DAX1 inh-2
Oc1ccc(-n2cnnn2)cc1	-1	-0.5	-1.5	0.2	-0.2	4	-1.4	-1	1	0.2	-0.7
CCCNc1nc(Cl)nc(Nc2ccc(Cl)cc2)n1	11	1.1	5.9	0.1	0.5	0	-1.4	-1	12	0.2	0.0
CCc1nnc(NC(=O)CSc2nc3c(cc2C#N)CCC3)s1	3	0.6	2.2	-6.3	9.6	5	-0.2	0	-2	0.3	1.9
COc1ccc(C(=O)NNC(=O)C(=O)Nc2ccc(C)cc2)cc1	-1	-0.2	-2.8	1.0	3.3	-1	-0.5	-1	3	-0.5	-0.1
CCOC(=O)C1(C)CCCN(C(=O)c2cccc(C#N)c2)C1 (stereo not given)	-2	-0.6	-2.1	-0.2	0.7	-2	-1.5	-2	-2	.	0.0
CCN(CC)S(=O)(=O)c1cc(C(=O)O)ccc1Cl	2	-1.3	0.3	-0.4	-2.8	6	-1.2	0	3	-0.1	0.0
Cc1cccc(C2c3[nH]c4ccccc4c3CCN2C(=O)c2cc(-c3cccn3C)n[nH]2)n1 (stereo not given)	-3	1.8	2.1	-0.2	-1.4	-18	-0.3	0	-3	-0.5	-0.3
CCCOc1ccc(N2C(=O)CC(N(CCc3ccc(OC)cc3)C(=O)/C=C/C(=O)O)C2=O)cc1 (stereo not given)	-1	-0.5	3.1	0.2	-0.4	-4	-0.9	-2	3	.	-0.1

Assay outcomes as filed in PubChem BioAssay.
